Compound activity (PubChem)
TRHR agonist – agonists of human TRH receptor; P34981; TRHR cells, calcium flux fluo-8, FDSS agonist mode; 0.18% of 360,000 active; activation, % at 2 µM; also: 0% is about no effect
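Agonist-mode FDSS calcium read (Ex 480/Em 530, 1 s cycles) in 1536-well TRHR cells with fluo-8 dye, after 10-cycle baseline and 23 nL compound addition; TRH at EC20 (10 nM final) added afterwards for the enhancer phase.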
D2 potentiator – D2 dopamine receptor (human) potentiation; P14416; HEK293 T-REx D2, calcium flux, EC20 dopamine potentiation; potentiation, % at 10 µM; 0.34% of 340,000 active; AID 485347;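 active = potentiation over 3 SD above the plate norm, cut at about 30% in these data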; also: 0% is about no effect
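Tetracycline-induced Hek293 Trex D2 cells, force-coupled to calcium, loaded with no-wash calcium dye. Compound added with 180 s kinetic read for agonism, then EC20 dopamine and a further 180 s read for potentiation.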
TRHR enhancer – allosteric enhancers of human TRH receptor; P34981; TRHR cells, fluo-8 calcium fluorescence, EC20 TRH enhancement; enhancement, % at 2 µM; 0.66% of 360,000 active; in the data active = enhancement above about 30%; also: 0% is about no effect
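TRHR-expressing cells loaded with fluo-8 calcium dye were read kinetically (ex 480/em 530) during compound addition, then stimulated with an EC20 of TRH (10 nM final). Enhancement of the Gq-mediated intracellular calcium response was scored.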
D1 antag – blocks dopamine activation of the human D1 receptor; HEK293 TREx D1 cells, calcium flux, dopamine EC80; active compounds read low; activity change, negative = inhibition, % at 10 µM; 3.2% of 360,000 active; AID 504652; in the data active = activity change below about -30%; also: % is scaled to controls: 0 for no effect and ±100 for the full control effect
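Cells carrying a force-coupled, tetracycline-inducible human D1 receptor report calcium flux. Each well gets a 10 s baseline, compound with 180 s monitoring, then an EC80 dopamine stimulus with a second 180 s kinetic read.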
D1 potentiator – human D1 dopamine receptor positive modulation; potentiation, % at 10 µM; HEK293 TREx D1 cells, calcium flux, dopamine EC20 potentiation; P21728; 0.036% of 360,000 active; in the data active = potentiation above about 30%; also: 0% is about no effect
D1 ag – agonists of human D1 dopamine receptor; P21728; HEK293 T-REx D1 cells, calcium flux, agonist mode; activation, % at 2 µM; 1% of 360,000 active; also: 0% is about no effect
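Agonism was scored from calcium flux recorded over 180 s (1 read/s) after pintool compound addition, following a 10-cycle baseline. Cells were inducible force-coupled HEK293 TREx D1, plated overnight at 30 C and loaded with no-wash calcium dye.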
D2 antag – antagonizes the human D2 dopamine receptor | 2% of 340,000 active | HEK293 TREx D2 cells, calcium flux, dopamine EC80 | inhibition, % at 10 µM | P14416; in the data active = inhibition above about 30%; also: 0% is about no effect
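Overnight-induced (tetracycline, 30 C) HEK293 T-REx cells carrying force-coupled D2 receive a no-wash calcium dye, then compound, then EC80 dopamine at 180 s; signals are read kinetically throughout.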
D2 ag – activates the human D2 dopamine receptor. P14416. HEK293 T-REx D2 cells, calcium flux agonist mode. activation, % at 2 µM. 0.53% of 340,000 active;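 active = activation over 3 SD above normal in the single-dose calcium agonist read, cut at about 30% in these data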; also: 0% is about no effect
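Tetracycline-induced HEK293 Trex cells with D2 receptor force-coupled to calcium signaling, plated overnight at 30 C and loaded with no-wash calcium dye. Calcium flux read kinetically for 180 s after compound addition; responses flag agonists.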
RXFP1 antagonist – antagonists of human relaxin receptor RXFP1. activity change, negative = inhibition, % at 57.5 µM. Q9HBX9. 0.59% of 350,000 active. HEK293-RXFP1, relaxin-stimulated cAMP HTRF, 30 min; active compounds read low;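 active = activity change of -60% or lower, but not beyond a set lower limit; inconclusive = change between -60% and -40%, or beyond the set limit; inactive = change above -40%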; also: % is scaled to controls: 0 for no effect and ±100 for the full control effect
Target sequence (Q9HBX9 whole entry, looked up): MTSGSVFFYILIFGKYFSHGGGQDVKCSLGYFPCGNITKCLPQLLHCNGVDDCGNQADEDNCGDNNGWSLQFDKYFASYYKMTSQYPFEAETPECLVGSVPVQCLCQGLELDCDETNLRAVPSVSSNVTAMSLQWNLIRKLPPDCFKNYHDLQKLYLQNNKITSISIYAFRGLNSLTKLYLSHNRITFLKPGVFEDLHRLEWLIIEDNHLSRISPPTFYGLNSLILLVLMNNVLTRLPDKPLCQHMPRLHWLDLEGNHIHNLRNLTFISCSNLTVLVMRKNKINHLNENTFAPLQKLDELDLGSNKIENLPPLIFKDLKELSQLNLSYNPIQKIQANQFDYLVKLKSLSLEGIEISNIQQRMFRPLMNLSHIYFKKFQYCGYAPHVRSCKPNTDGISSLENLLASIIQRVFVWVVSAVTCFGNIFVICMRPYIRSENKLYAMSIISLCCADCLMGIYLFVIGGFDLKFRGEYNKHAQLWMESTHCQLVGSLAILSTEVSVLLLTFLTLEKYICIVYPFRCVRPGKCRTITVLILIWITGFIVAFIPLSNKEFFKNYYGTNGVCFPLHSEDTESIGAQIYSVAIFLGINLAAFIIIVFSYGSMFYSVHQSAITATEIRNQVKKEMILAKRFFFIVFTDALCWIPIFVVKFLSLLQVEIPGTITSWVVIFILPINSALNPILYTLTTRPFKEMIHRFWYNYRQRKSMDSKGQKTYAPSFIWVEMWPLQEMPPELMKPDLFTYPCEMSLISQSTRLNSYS
An asterisk follows results filed as active; ? = inconclusive; nt = no result given. Rule as the data show it, unless noted: active = activation above about 30%; inactive = the rest. Random draw from the library; 7.3% or so of the library scored in one or more.

SMILES	TRHR agonist	D2 potentiator	TRHR enhancer	D1 antag	D1 potentiator	D1 ag	D2 antag	D2 ag	RXFP1 antagonist
CCCOc1ccc(OC(=O)c2sc3ncn(Cc4cccc(F)c4)c(=O)c3c2C)cc1	0.3	-2.1	-5.4	13.1	-4.2	1.8	nt	-0.3	-3.2
COc1cccc(NC(=O)c2ccc(S(=O)(=O)N(C)C)cc2)c1	0.6	-4.3	-4.0	-14.3	-1.9	8.3	5.4	0.6	-3.0
CC(C)C(c1nnnn1Cc1ccc(F)cc1)N1CCC(C(N)=O)CC1 (configuration not stated)	0.7	-4.7	-5.3	2.4	-1.2	4.5	-14.1	-0.3	-15.0
O=C(COc1ccccc1F)N/N=C1\CCCc2ccccc21	-0.8	-7.3	0.2	-15.9	3.2	3.6	-6.6	-1.7	-0.7
CCc1ccc(C2NC(C(=O)O)CS2)cc1 (configuration not stated)	1.0	5.0	-4.7	-0.3	-1.9	3.2	7.6	0.4	nt
Cc1c([N+](=O)[O-])c(C(=O)Sc2ccc(Br)cc2)nn1C	-0.4	11.9	-9.8	-7.0	-3.1	3.0	3.5	-0.5	-14.2
COc1ccc(Nc2nc3[nH]c(=O)cc(O)c3s2)cc1	-0.8	17.7	7.2	-4.4	2.5	3.2	nt	nt	-3.2
Cn1c(=NC(=O)c2ccccc2[N+](=O)[O-])sc2cc(S(C)(=O)=O)ccc21	0.3	-4.9	-2.2	-5.5	0.3	1.0	-4.0	-1.1	2.6
CCc1nnc2n1N=C(c1cccc([N+](=O)[O-])c1)CS2	-0.4	1.0	13.1	-5.7	-7.7	1.5	7.7	0.0	9.2
C/C(=N\N=C1\NC(=O)C(CC(=O)Nc2ccc(Cl)cc2)S1)c1ccco1 (configuration not stated)	1.2	7.2	1.1	-6.7	3.0	1.3	-35.0	1.5	?
CSc1ccc(-c2c(C#N)c(N)nc3c2CCCC3)cc1	0.4	7.8	22.3	-3.2	-10.1	4.3	3.6	-1.7	0.7
CCN(CC(=O)Nc1ccccc1OC)CC(=O)Nc1ccccc1C(F)(F)F	-0.4	6.0	26.8	-14.8	0.4	0.6	9.5	1.8	4.1
Cc1ccc(/C=N/NC(=O)COc2ccc(Cl)c(C)c2)o1	-0.2	-4.0	5.4	1.7	1.9	-0.4	-0.7	1.2	-3.2
Cc1ccc(C(=O)NCc2ccc(F)cc2)cc1NC1=NC2CS(=O)(=O)CC2S1 (configuration not stated)	0.3	-0.3	-0.1	-2.4	-1.8	2.3	10.5	-1.0	nt
COCCNC(=O)C(OC(=O)c1cccs1)c1ccccc1 (configuration not stated)	-0.7	6.3	-9.1	-35.7*	3.2	9.0	4.8	-0.2	-3.2
Clc1ccc2ccc3cccnc3c2n1	-0.7	2.5	-0.4	0.9	-6.0	1.0	-2.5	0.1	6.4
CC(C)n1cc(/C=C2/NC(=O)NC2=O)c2ccccc21	-1.7	6.3	-11.9	-7.8	0.3	0.4	-14.9	0.0	?
O=C(CSc1nncs1)Nc1ccc2c(c1)OCO2	2.2	-3.8	-1.8	-5.8	-6.8	3.9	10.1	0.4	3.4
C=CCOC(=O)C1=C(C)NC(SCC(=O)Nc2ccc(C)c(Cl)c2)=C(C#N)C1c1ccco1 (configuration not stated)	2.4	-0.2	-2.4	2.1	-6.2	4.4	-20.4	0.1	-20.3
CC(C)CC(=O)N1CCN(S(=O)(=O)c2ccccc2)CC1	-0.3	5.4	-4.4	-10.8	2.5	3.5	18.0	0.6	3.2
COc1ccc(N2CCN(C(=O)CN3C(=O)COc4ccccc43)CC2)cc1	1.0	-10.2	2.1	-13.4	-7.1	2.0	-12.7	1.7	-31.0
CC(=O)NC(=S)Nc1cccc(S(=O)(=O)NC2=NCCC2)c1	0.3	8.8	-0.1	-11.8	-5.9	1.4	0.8	1.2	-3.4
CCCC(CCC(=O)Nc1ccc(C(=O)OC)cc1)C(=O)O (configuration not stated)	0.6	1.9	3.0	-2.9	-0.6	0.4	0.5	1.2	3.3
CCOc1cc(/C=N/NC(=O)c2ccc(NC(=O)C3CC3)cc2)ccc1O	-0.4	-6.6	9.4	-5.9	-6.3	1.4	10.1	0.2	-12.0
CN(C(=O)COC(=O)CNC(=O)c1sc2ccccc2c1Cl)c1ccccc1	0.0	14.4	1.8	3.8	6.1	5.7	0.8	0.3	-4.2
O=C(NCc1ccccc1Cl)c1cc(=O)[nH]c2ccccc12	-0.6	6.7	1.6	-28.3	-7.4	4.3	2.8	-0.7	-13.6
CCOCCSc1c(C)cnc2c1c(=O)n(C)c(=O)n2C	0.0	-3.3	1.2	nt	-0.5	-1.3	nt	0.1	2.2
COCC(C)NCc1cccc([N+](=O)[O-])c1 (configuration not stated)	-0.4	4.8	6.5	15.8	-1.4	5.0	-7.2	-0.1	5.7
COc1ccccc1N1CCN(CCCNC(=O)c2cnn(-c3ccccc3Cl)c2C2CCN(C(=O)OC(C)(C)C)CC2)CC1	0.6	-22.9	-5.0	-8.9	-8.6	4.7	nt	25.5	-27.8
COc1ccc(/C=N/n2c(-c3cc(C)[nH]n3)n[nH]c2=S)cc1	-0.9	0.0	1.2	-0.6	3.5	2.1	10.1	0.4	-19.2

Nothing new here: 10 of the compounds above.
SMILES	TRHR agonist	D2 potentiator	TRHR enhancer	D1 antag	D1 potentiator	D1 ag	D2 antag	D2 ag	RXFP1 antagonist
CCCOc1ccc(OC(=O)c2sc3ncn(Cc4cccc(F)c4)c(=O)c3c2C)cc1	0.3	-2.1	-5.4	13.1	-4.2	1.8	nt	-0.3	-3.2
COc1cccc(NC(=O)c2ccc(S(=O)(=O)N(C)C)cc2)c1	0.6	-4.3	-4.0	-14.3	-1.9	8.3	5.4	0.6	-3.0
CC(C)C(c1nnnn1Cc1ccc(F)cc1)N1CCC(C(N)=O)CC1 (configuration not stated)	0.7	-4.7	-5.3	2.4	-1.2	4.5	-14.1	-0.3	-15.0
O=C(COc1ccccc1F)N/N=C1\CCCc2ccccc21	-0.8	-7.3	0.2	-15.9	3.2	3.6	-6.6	-1.7	-0.7
CCc1ccc(C2NC(C(=O)O)CS2)cc1 (configuration not stated)	1.0	5.0	-4.7	-0.3	-1.9	3.2	7.6	0.4	nt
Cc1c([N+](=O)[O-])c(C(=O)Sc2ccc(Br)cc2)nn1C	-0.4	11.9	-9.8	-7.0	-3.1	3.0	3.5	-0.5	-14.2
COc1ccc(Nc2nc3[nH]c(=O)cc(O)c3s2)cc1	-0.8	17.7	7.2	-4.4	2.5	3.2	nt	nt	-3.2
Cn1c(=NC(=O)c2ccccc2[N+](=O)[O-])sc2cc(S(C)(=O)=O)ccc21	0.3	-4.9	-2.2	-5.5	0.3	1.0	-4.0	-1.1	2.6
CCc1nnc2n1N=C(c1cccc([N+](=O)[O-])c1)CS2	-0.4	1.0	13.1	-5.7	-7.7	1.5	7.7	0.0	9.2
C/C(=N\N=C1\NC(=O)C(CC(=O)Nc2ccc(Cl)cc2)S1)c1ccco1 (configuration not stated)	1.2	7.2	1.1	-6.7	3.0	1.3	-35.0	1.5	?

Next structures
SMILES	TRHR agonist	D2 potentiator	TRHR enhancer	D1 antag	D1 potentiator	D1 ag	D2 antag	D2 ag	RXFP1 antagonist
Cc1cc(C)nc(Nc2ncc(O)n2-c2ccc(Br)cc2)n1	0.0	-2.2	6.6	-47.6*	-7.2	9.6	-7.8	-0.7	-17.3
CC1(C)NC(=O)N(CC(=O)Nc2nc(-c3ccc(F)cc3)cs2)C1=O	0.3	-1.7	3.1	-2.9	-4.0	-0.2	11.4	0.2	-8.7
COc1ccc(C2C(C(=O)Nc3ccc(C)cc3C)=C(C)Nc3nc(SC)nn32)cc1OC (configuration not stated)	-0.9	-5.4	-6.0	-9.4	1.2	-0.5	nt	-0.3	nt
COc1ccc(OC)c(S(=O)(=O)Nc2ccccc2C(=O)O)c1	0.5	-11.1	2.2	-9.6	-4.7	2.5	10.5	0.8	0.0
CC(CCc1ccccc1)NC(=O)N1CCOCC1 (configuration not stated)	0.0	4.8	-2.9	-0.6	0.4	-0.6	2.3	0.9	6.0
COc1cccc(C2C3=C(CC(C)(C)CC3=O)Nc3cc4c(cc32)OCO4)c1 (configuration not stated)	0.1	-7.2	3.8	-9.9	-4.3	3.0	-13.7	-1.3	nt
O=C(CSc1nc2ccc(Nc3nc(N4CCOCC4)nc(N4CCOCC4)n3)cc2s1)NCc1ccco1	-0.7	nt	-4.1	-1.4	-3.1	0.0	-3.5	0.5	-12.3
O=C(CN1CCOc2ccccc21)NCc1ccco1	-0.1	-32.6	-0.5	-5.7	2.6	4.2	1.9	0.7	-17.6
CCn1c(SCc2nc(-c3cccs3)no2)nnc1-c1c[nH]c2ccccc12	-0.2	3.7	-1.3	-2.5	-3.9	2.3	13.9	-0.3	-1.0
O=C(c1ccc(F)cc1)N1CCC(n2nnc3ccccc32)CC1	0.2	14.2	-0.1	1.1	4.5	5.5	-7.2	1.1	-12.9
CSCC[C@H](NC(=O)C(C)Oc1ccc(Cl)cc1)c1nc2ccccc2[nH]1 (some centres not stated)	-1.8	-9.8	-1.8	-9.6	-7.8	2.9	-10.8	-1.3	2.5
OCC(O)CN1CCCC1 (configuration not stated)	-0.2	-1.3	1.3	-31.9*	-0.2	2.7	-10.1	1.0	1.7
C/C(CC(=O)Nc1ccc2c(c1)OCO2)=N\NC(=O)OC(C)(C)C	0.0	-0.4	2.2	-10.0	-1.3	-1.2	-11.2	-0.5	-7.4
COc1ccc(C(=O)Nc2ccccc2)cc1NC(=O)c1ccc([N+](=O)[O-])cc1	-0.6	-15.3	-1.2	-25.8	-8.6	-0.1	-20.8	-1.0	4.2
CC[n+]1c(/C=C/N(C)c2ccccc2)n(-c2ccccc2)c2ccc(-c3nc4ccccc4s3)cc21	-2.7	-4.1	11.7	1.6	0.9	2.1	8.4	6.6	-60.5*
CC(=O)c1ccc(Nc2nc3ccccc3nc2NS(=O)(=O)c2cccs2)cc1	0.6	2.6	-5.2	-20.7	0.1	8.9	11.2	0.7	1.0
Cc1cc(C)cc(NC(=O)CSc2nnc(-c3ccc(S(=O)(=O)N4CCCC4)cc3)o2)c1	-0.6	-2.2	-7.6	-0.5	-6.0	2.0	6.8	0.5	-9.6
CC(C)C(=O)Nc1cccc(-c2csc(-c3ccccc3)n2)c1	-2.1	-10.7	4.4	21.9	-16.4	1.4	-22.5	-0.1	0.3
COC(=O)c1ccc(NC(=O)c2sc3nc(-c4ccccc4)cn3c2C)cc1	0.5	-11.7	2.3	-23.8	-3.5	9.5	-19.0	0.3	-18.6
CCSC1=C(C#N)C(c2cccc(OC)c2)CC(=O)N1 (configuration not stated)	-0.4	4.3	3.1	-1.6	-3.7	1.8	-3.7	-0.1	0.2
CCN(CC(=O)NCc1cccs1)C(=O)C1CC(=O)N(c2ccc(OC)cc2OC)C1 (configuration not stated)	0.4	-7.3	6.5	-33.9*	-3.8	-1.8	0.2	-1.0	-10.9
Cc1ccc(-c2nnn(CC(=O)N(CC(=O)NC3CCCCC3)c3ccccc3F)n2)o1	-0.7	6.7	0.9	14.0	-1.1	7.4	-5.9	-1.0	-3.9
